HT1080NT lethal: kills 2HG-producing HT-1080-NT fibrosarcoma cells; AID 686970; HT-1080-NT fibrosarcoma viability, CellTiter-Glo ATP luminescence, 48 h; 1.6% of 360,000 active; Potency, µM (highest dose often 46.1 µM), for the others: at the top dose activity, negative = less viability, usual class: cytotoxic;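 also: NT is the 2HG producing partner of a matched IDH1 knockdown line; potency is read from the fitted curve at half-maximal effect; 0% = DMSO-treated cells and -100% = media-only wells without cells; nearly all actives have a fitted effect of over 55% in size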
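HT-1080-NT; 750 cells/well; 5% FBS RPMI; 48 h compound, 37 degrees C; CellTiter-Glo luminescence; curve fitting and curve-class assignment.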
SW480 rerep: DNA re-replication induction in SW480 cells. SW480 DNA re-replication, Hoechst DNA content imaging, 48 h. Potency, µM (highest dose often 46.1 µM), inactives show at the highest dose re-replication activation, usual class: activators. 1.8% of 340,000 active. AID 624297; also: potency is read from the fitted curve at half-maximal effect; % of control where 0% means no effect; nearly all actives have a fitted effect of over 55% in size
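Quantitative HTS format with DMSO vehicle controls; 48 hr drug incubation at 37 C, then 40 min Hoechst staining and scanning imager measurement at 405 nm excitation.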
HT1080 IDH1KD tx: toxicity to HT-1080 IDH1 knockdown cells (counter line); HT-1080 IDH1 knockdown viability, ATP luminescence, 48 h; Potency, µM (top dose mostly 46.1 µM), for inactives: at the highest dose activity, negative = toxicity, actives largely listed as cytotoxic; 2% of 360,000 active;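 also: potency is read from the fitted curve at half-maximal effect; 0% = DMSO wells and -100% = cell-free medium wells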
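Using the IDH1-knockdown HT-1080 line run in the same batch and compound series as the NT line, viability after 48 h at 37 °C was determined by CellTiter-Glo luminescence and expressed as % activity.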
S2 tox: viability counter-screen for ATXN expression inhibitors. 0.49% of 400,000 active. Potency, µM (series often up to 56.7 µM), hits mostly cytotoxic. S2 cells (HEK-293 line with an ATXN2-luciferase reporter) viability, CellTiter-Fluor protease fluorescence, 24 h; also: potency is read from the fitted curve at half-maximal effect; nearly all actives have a fitted effect of over 40% in size
KB-3-1 cytotox: kills parental KB-3-1 adenocarcinoma cells | KB-3-1 viability, CellTiter-Glo ATP luminescence, 72 h | Potency, µM (top dose mostly 46.1 µM), without a hit: at the highest dose activity change, negative = cytotoxic, hits mostly cytotoxic | 1.4% of 400,000 active; also: potency is read from the fitted curve at half-maximal effect; % is scaled to controls: 0 for no effect and ±100 for the full control effect; nearly all actives have a fitted effect of over 60% in size
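Here the drug-naive KB-3-1 line serves as comparator for MDR sub-line selectivity; cells received compound titrations, 72 h at 37 °C, then CellTiter-Glo readout.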
KB-V1 MDR tox: KB-V1 MDR subline cytotoxicity; KB-V1 MDR cells viability, CellTiter-Glo, 72 h; Potency, µM (top dose mostly 46.1 µM), without a hit: at the top dose activity change, negative = cytotoxicity, usual class: cytotoxic; 3.4% of 400,000 active; also: potency is read from the fitted curve at half-maximal effect; % is scaled to controls: 0 for no effect and ±100 for the full control effect; nearly all actives have a fitted effect of over 60% in size
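Luminescent ATP read-out (CellTiter-Glo, 10 min) measures survival of drug-selected KB-V1 MDR cells after 72 h, 37 degrees C compound exposure. Medium: phenol-red-free DMEM, 10% FBS. Values from fitted concentration-response curves.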
ATXN2 expr inh: inhibitors of ATXN2 expression | HEK-293 ATXN2-luciferase reporter, luminescence, 24 h | Potency, µM (doses to about 57 µM), for the others: top-dose activity change, negative = inhibition, most hits filed as inhibitors | 0.72% of 360,000 active; also: potency is read from the fitted curve at half-maximal effect; % is scaled to controls: 0 for no effect and ±100 for the full control effect; nearly all actives have a fitted effect of over 55% in size
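qHTS (up to 57 uM final) was run with 24 h compound exposure of reporter cells at 37 °C. Each well was multiplexed: SteadyGlo luminescence measured ATXN2-luciferase expression after a fluorogenic Gly-Phe-AFC viability readout (25 uM final).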
MCF10A rereplic: induces DNA re-replication in MCF 10a normal breast cells; Potency, µM (top dose mostly 46.1 µM), without a hit: at the highest dose activity, positive = re-replication, actives largely listed as activators; MCF 10A DNA re-replication, Hoechst nuclear intensity, 48 h; 2.9% of 350,000 active; also: potency is read from the fitted curve at half-maximal effect; % of control where 0% means no effect; nearly all actives have a fitted effect of over 50% in size
IL1B secr inh: inflammasome signaling inhibition, IL-1 beta readout; 4.7% of 360,000 active; activity change, % at 57.5 µM; THP-1 LPS/ATP IL-1B secretion, AlphaLISA, 16 h; stronger effect = lower value; AID 743279; in the data active = activity change below about -50%; inconclusive = mostly about -30% to -49%; also: % is scaled to controls: 0 for no effect and ±100 for the full control effect
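Secreted IL-1B measured by AlphaLISA bead assay after 16 h compound exposure of THP-1 cells; compounds (final up to 57.5 uM) added 1 h before LPS (250 ng/mL) and ATP (1.25 mM) stimulation; lower signal means less secretion.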
An asterisk follows results filed as active; i = inactive; ? = inconclusive; . = no result given; [ ] = another dose, or the depositor's remark. Unless noted, calls follow the shape of the dose curve; as a rule, active = well fitted curve in the direction sought with a large enough effect; inconclusive = small, poorly fitted or top-dose-only effect, or another doubt; inactive = no such curve, though single readings can be large; an effect the other way counts as inactive or inconclusive.

| smiles | HT1080NT lethal | SW480 rerep | HT1080 IDH1KD tx | S2 tox | KB-3-1 cytotox | KB-V1 MDR tox | ATXN2 expr inh | MCF10A rereplic | IL1B secr inh |
| --- | --- | --- | --- | --- | --- | --- | --- | --- | --- |
| CCOC(=O)c1[nH]c2cc3c(cc2c1NC(=O)CN1CCCC1)OCO3 | 11% | -6%[9.22 µM] | 9% | i | -1% | -4% | 4% | -1% | 6 |
| COc1ccc(N(CC(=O)N/N=C(\C)c2ccc(OC)c(OC)c2)S(=O)(=O)c2ccccc2)cc1 | ? | -2% | ? | ? | 10% | 10% | -25% | 7% | 2 |
| COc1cccc(CNC(=O)c2cc(COc3c(F)cccc3F)on2)c1 | 11% | -9% | 19% | i | 6% | 19% | 9% | -4% | ? |
| COc1ccc(N2CCN(C(=O)c3cc([N+](=O)[O-])ccc3N3CCN(CCO)CC3)CC2)cc1 | 0% | -2% | -5% | i | . | . | -5% | 4% | 1 |
| CCOc1ccc(NC(=O)c2oc3ccccc3c2NC(=O)C2CCCCC2)cc1 | . | . | . | i | 1% | ? | 6% | . | . |
| CCOC(=O)c1cc(-c2ccc(OC(F)F)cc2)nc2c1c(=O)[nH]c(=O)n2C | 2% | 1% | 12% | i | 29% | ? | 3% | 3% | 14 |
| O=c1cc(O)c2c(=O)n(Cc3ccccc3)c3ccccc3c2o1 | -15% | 12% | -24% | i | -1% | 6.5µM* | -25% | ? | 26 |
| COCCCn1cnnc1SCC(=O)Nc1ccc(S(=O)(=O)N2CCCC2)cc1 | 7% | -7% | 0% | i | 10% | 26% | -7% | -1% | 16 |
| O=C(CNC(=O)c1ccc(F)cc1)N/N=C/c1cccnc1 | 25% | -11% | 17% | i | 0% | 14% | -7% | 13% | 25 |
| Cc1ccc(F)cc1CNC(=O)C1CCC(=O)N(C2CC2)C1 (stereo not given) | -3% | 0% | -7% | i | . | . | 10% | 3% | -6 |
| CCN(CC)c1ccc(/C=N/OC(C)C(=O)Nc2ccc(C)cc2)cc1 (stereo not given) | 1% | 3% | 1% | i | -10% | 7% | 4% | 13% | -1 |
| CC(=O)Nc1ccc(S(=O)(=O)N(C)CC(=O)NNC(=O)Cc2nc3ccccc3n2C)cc1 | 6% | -1% | 12% | i | 6% | 0% | 5% | -1% | 8 |
| CCOC(=O)C1CCN(C(=O)/C=C/c2ccc(OC)cc2)CC1 | -12% | -9% | -17% | i | -6% | 15% | 3% | 26% | -10 |
| CCCCn1c(/N=C/c2ccccc2NS(=O)(=O)c2ccc(C)cc2)nc2ccccc21 | -19% | -1% | -24% | i | 1% | ? | 8% | ? | -7 |
| O=Cc1c(N2CCN(CCO)CC2)nc2ccccn2c1=O | 10% | 0% | 11% | i | 9% | ? | -16%[11.3 µM] | 3% | 1 |
| COC(=O)c1cn(NC(=O)Cc2c(F)cccc2Cl)c(=O)c2ccccc12 | 6% | -1% | 4% | i | 0% | -22% | -7% | 1% | 12 |
| c1cn(-c2ncnc3sc4c(c23)CCCC4)cn1 | -21% | -8% | -2% | i | 0% | -5% | 10% | -2% | -11 |
| CCc1ccc([C@@H]2CC=C(C(=O)O)[C@H](c3ccc(Cl)cc3)N2S(=O)(=O)c2ccc(C)cc2)cc1 | -7% | -13% | -17% | ? | 0% | -15% | 1% | 13µM* | 0 |
| Cc1cc(O)ccc1Nc1cc(-c2cccc(N(C)C)c2)ncn1 | -3% | . | -2% | i | 0% | -18% | 118%[activator] | . | -22 |
| CCCOc1ncnc2c1[nH]c1ccccc12 | -20% | 0% | ? | i | ? | ? | -9% | ? | -10 |
| COC(=O)c1cc(C(=O)c2ccc(Cl)cc2Cl)cn1C | 4% | -11% | 0% | i | ? | 13µM* | 5% | 0% | 0 |
| O=C(NC1CC2CCC(C1)N2Cc1ccco1)c1ccccc1 (stereo not given) | 9% | 0% | 9% | i | 0% | -5% | 1% | -2% | -5 |
| CN(C(=S)SCc1ccccc1)C1CCS(=O)(=O)C1 (stereo not given) | 6% | 9% | 1% | i | -15% | -5% | 20% | -10% | 0 |
| CCOC(=O)C1CCCN(C(=O)c2cccc(NC(=O)c3nsc4ccccc34)c2)C1 (stereo not given) | . | . | . | i | -15% | -28% | 5% | . | . |
| C#CCOCCOCCOCCNc1nc(OC)nc(N2CCN(C(=O)[C@H](CCC(=O)O)n3cc(C(N)CO)nn3)CC2)n1 (stereo not given in full) | 7% | -5% | 6% | i | 12% | ? | 8% | ? | 16 |
| CCOC(=O)C(NC(=O)CC(C)C)(Nc1cc(C)on1)C(F)(F)F (stereo not given) | 7% | -1% | 1% | i | -11% | -1% | -5% | 0% | 6 |
| COc1ccc(C2=NN(C(=O)c3ccccc3)C(c3cccc([N+](=O)[O-])c3)C2)cc1 (stereo not given) | -5% | 1% | -2% | ? | -4% | ? | . | 1% | -8 |
| O=C(Cn1c(-c2cccs2)cc2ccccc21)NCCCN1CCN(c2cccc(Cl)c2)CC1 | . | . | . | ? | -8% | 1% | ? | . | . |
| CC1=CC(C)(C)N(C(=O)CN2C(=O)CCC2=O)c2ccc(C)cc21 | 19% | -1% | 24% | i | 4% | 7% | -24% | -1% | -1 |
| O=S(=O)(/N=C(/Nc1cccnc1)c1ccccc1)c1ccc(F)cc1F | 8% | -5% | 18% | i | 7% | -14% | -22% | -4% | 9 |
| CCN(CC)C1CC(=O)N(c2cccc(Cl)c2)C1=O (stereo not given) | 18% | ? | ? | i | 12% | ? | 9% | ? | -8 |
| COc1ccccc1CNc1nc2c(S(=O)(=O)c3ccc(C)c(C)c3)nnn2c2ccc(Cl)cc12 | . | . | . | i | 5% | 0% | -3% | . | . |
| O=C(NCCO)c1ccc2[nH]c3ccccc3c2c1 | 1% | -1% | 0% | i | 2% | -14% | 4% | 7% | -4 |
| CCOC(=O)[C@]12Cc3c(cc(OC)c(OC)c3OC)[C@H]1N(Cc1ccccc1)C(=O)c1cc(F)c(F)cc12 | ? | . | ? | ? | ? | ? | -16% | . | -68* |
| CSc1ccc(S(=O)(=O)N2CCC(C(=O)Nc3ccccc3C(F)(F)F)CC2)cc1 | 0% | 4% | -5% | i | -14% | ? | 5% | 10% | -4 |
| COCCN1CCn2c(nc3cc(NC(=O)NC4CCCCC4)ccc32)C1 | -3% | 3% | 9% | i | 20% | ? | 0% | 9% | -24 |
| FC(F)Oc1ccc(-n2cc(-c3ccc(Cl)cc3)[n+]3c2CCCCC3)cc1 | 0% | -5%[9.22 µM] | -7% | i | ? | -3% | -2% | -1% | -19 |
| CC(NC(=O)C(NS(=O)(=O)c1cccc2nsnc12)C(C)C)c1ccccc1 (stereo not given) | -1% | 9% | 2% | i | 1% | 4% | 3% | -1% | 5 |
| O=C(NCc1cccs1)Nc1cc(Cl)ccc1Cl | -11% | 2% | 10% | i | -1% | -4% | 13% | ? | -5 |
| COc1ccc(S(=O)(=O)Nc2ccc(-c3ccc(N4CCCC4)nn3)cc2)cc1C | 2% | 3% | 1% | i | 0% | -9% | 5% | 2% | -2 |
| COc1ccccc1C(=O)N=c1sc2c(C)ccc(OC)c2n1C | 4% | ? | 9% | ? | 9% | 0% | -37% | ? | ? |
| CC(C)Oc1ccc(CCC(=O)NNC(=S)Nc2ccccc2)cc1 | 14% | 1% | 5% | i | 17% | -13% | 1% | 16% | 59 |
| Cc1c(C(=O)N2CCC(C(N)=O)CC2)sc(N)c1C#N | 1% | -6% | 5% | i | -1% | -7% | 8% | 8% | 13 |
| CCCc1[nH]nc2c1C(c1ccc(OC)cc1OC)C(C#N)=C(N)O2 (stereo not given) | -9% | -6% | -7% | i | 10% | 0% | 2% | ? | -15 |
| COc1ccc(CNC(=O)CN2C(=O)CSc3ccc(S(=O)(=O)N4CCCCC4)cc32)cc1 | -11% | -21% | -6% | i | 6% | -1% | 0% | 3% | -6 |
| O=[N+]([O-])c1c(-c2cn[nH]c2)n[nH]c1-c1cn[nH]c1 | 0% | -6% | 5% | i | -8% | -6% | -9% | -2% | 26 |
| CCC(=O)Nc1ccc(OCc2nnc3c4ccccc4c(C)nn23)cc1 | 22% | -3% | 14% | i | 6% | -21% | -15% | 2% | -13 |
| CC(=O)Nc1ccc(C(=O)COC(=O)C2CC2C)c(F)c1 (stereo not given) | 21% | -573%[inhibitor] | 15% | i | 6% | 24% | 22% | -3% | -6 |
| CNC(=O)C[C@H]1C(=O)N(C2CCCCC2)C[C@@H]1CSC | 2% | . | 13% | ? | 33% | ? | 5% | . | 10 |
| Cc1ccc(C(=O)/C=C/NCc2ccc(F)cc2)cc1 | -3% | 1% | -9% | i | 5% | ? | 6% | ? | 0 |
| COc1ccc2cc(C#N)c(NC(C)C)nc2c1 | -1% | -2% | -1% | i | -11% | ? | -11% | 0% | -12 |
| COc1ccccc1CNC(=O)C1CCN(c2nn3c(=O)cc(C)nc3s2)CC1 | . | . | . | i | 2% | -15% | -13% | . | . |

Assay outcomes from PubChem.
